GAA glycogen mod: qHTS Assay for Inhibitors and Activators of Human alpha-Glucosidase Cleavage of Glycogen. Lysosomal alpha-glucosidase (Homo sapiens), P10253. 300,000 tested, 0.38% active. recombinant GAA, glycogen substrate, Amplex Red glucose oxidase fluorescence. Potency, µM (series often up to 76.4 µM), without a hit: at the highest dose activity change, negative = inhibition, actives largely listed as inhibitors; active means well fitted inhibition curve with a large enough effect; inconclusive means small, poorly fitted or top-dose-only effect, or another doubt; inactive means no such curve, though single readings can be large or run the other way;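 further: 0% = full enzyme reaction and -100% = no-enzyme basal signal; the screen sought inhibitors and activators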
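Recombinant enzyme (4 nM final) with compounds titrated up to 77 uM and bovine liver glycogen (30 ug) in citrate pH 5.0, 0.01% Tween-20, 37 C 40 min. Released glucose detected by Amplex Red/glucose oxidase (Ex 573/Em 610); AC50 from Hill fits.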
* hit, by the source's call; ? = inconclusive; [ ] = remark or other dose. Potency means the concentration at half of the fitted maximal effect.

SMILES	GAA glycogen mod
COc1ccc(CN2CC(=O)N(c3ccc(Cl)cc3)C2=S)cc1OC	-11%
O=S(=O)(Nc1ccc(Cl)cn1)c1cccs1	0%
N#C/C(=C\c1ccc(-c2ccc(C(=O)O)cc2)o1)C(=O)Nc1ccc(F)cc1	1%[76.3 µM]
Cc1ccc(OCc2ccc(C(=O)N3CCCC3)o2)c([N+](=O)[O-])c1	2%
COc1ccccc1OCCCCN1CCCCC1	4%[76.3 µM]
Cc1ccccc1CNS(=O)(=O)c1c(C(=O)N2CCCC2)c(C)n(C)c1C	2%[76.3 µM]
CCOC(=O)COn1c(=O)c(-c2ccc(OCC)cc2)[n+]([O-])c2ccccc21	2%
CC(C)c1ccc(NS(=O)(=O)c2cccc3cccnc23)cc1	-4%
O=C(Nc1cc(NC(=O)c2ccccc2F)ccc1Cl)c1ccccc1	5%
COc1ccc(CNC(=O)C(C)n2nc(C)n3c(cc4occc43)c2=O)cc1 (stereo not drawn)	-1%[76.3 µM]
Cc1cccc(C)c1NC(=O)c1c[nH]c2ccccc12	1%
CCN(CC)C(=O)Cn1cc(C(=O)C(=O)N2CCN(c3ccc(OC)cc3)CC2)c2ccccc21	-4%[76.3 µM]
Cc1ccc(C(=O)C(C)Oc2ccc3ccc(=O)oc3c2)cc1 (stereo not drawn)	-6%[76.3 µM]
COc1ccc(C2/C(=C(/O)c3ccc(F)cc3)C(=O)C(=O)N2CCCN2CCOCC2)cc1OC (stereo not drawn)	15%[76.3 µM]
CN1CC(C(=O)Nc2ccc(F)c(Cl)c2)CC1=O (stereo not drawn)	6%[76.3 µM]
Cc1ccc(C(=O)NCc2cccnc2)o1	1%[76.3 µM]
O=C(Nc1ccc(N2CCOCC2)cc1)c1ccc([N+](=O)[O-])o1	-9%
COc1cc(OC)cc(C(=O)Nc2ccc(NC(=O)c3ccco3)c(C)c2)c1	-2%[76.3 µM]
CCCS(=O)(=O)c1nc(S(=O)(=O)c2ccc(C)cc2)c(N2CCOCC2)s1	-1%[76.3 µM]
CC1CC(C)CN(CCCNC(=O)c2ccc(CS(=O)(=O)Cc3cccc(Cl)c3)o2)C1 (stereo not drawn)	-6%[76.3 µM]
CCOc1ccc(S(=O)(=O)N(CC)CC(=O)N2CCOCC2)cc1C	-7%[76.3 µM]
O=C(CN1CCN(Cc2ccccc2)CC1)Nc1nnc(C(F)(F)F)s1	0%[76.3 µM]
COc1cc2[nH]c(C(=O)N3CCC(Cc4ccccc4)CC3)cc2c(OC)c1OC	-1%
COc1cccc(CN2CCC(Oc3ccc(C(=O)NCc4ccccn4)cc3)CC2)c1O	-14%[76.3 µM]
COc1ccc2cc(C(=O)N3CCN(c4ccccc4OC)CC3)[nH]c2c1	-6%
CCOc1ccc(-c2nc(S(=O)(=O)c3ccccc3)c(NC)o2)cc1	-8%[76.3 µM]
CCOC(=O)N1CCN(Cc2nc3cc(NC(=O)C(C)C)ccc3n2C)CC1	-11%
CCc1cc(=O)oc2cc(OCC(=O)NCCCN3CCOCC3)c(Cl)cc12	-2%[76.3 µM]
CN(CC(=O)Nc1c(F)cccc1F)Cc1cccs1	6%[76.3 µM]
O=C(NCC(=O)N1CCCCC1)c1ccc2ccccc2c1	-6%[76.3 µM]
CCc1nnc(NC(=O)CSc2nnc(C)c(=O)n2N)s1	-4%[76.3 µM]
COc1ccc(S(=O)(=O)N/N=C(/C)c2ccco2)cc1	-8%[76.3 µM]
CS(=O)(=O)N(CC(=O)N1CCOCC1)c1ccc(Cl)cc1	14%[76.3 µM]
O=C(O)[C@H]1CCCN1C(=O)c1ccccc1N1C(=O)[C@@H]2Cc3c([nH]c4ccccc34)C(c3cccc(Cl)c3)N2C1=O (stereo partly drawn)	19%[76.3 µM]
CC1(C)CC(NS(=O)(=O)c2ccc3ccccc3c2)CC(C)(C)N1	1%[76.3 µM]
CCN(CC)S(=O)(=O)c1ccc2c(c1)N(CC(=O)N1CCCC1)C(=O)CO2	6%
COc1ccc(OC)c(CNC(=O)CCC(=O)N2Cc3cccc(OC)c3Oc3ncccc32)c1	0%[76.3 µM]
C[C@]12CCC(=O)CC1CCC1C2CC[C@@]2(C)C1CC[C@@]21CCO1 (stereo partly drawn)	-4%
Cc1cccc(NS(=O)(=O)c2cc(C(=O)N3CCCCCC3)ccc2C)c1	-10%[76.3 µM]
Cc1cc(C)c(NC(=O)CCCCCNC2CCCCC2)c(C)c1	-14%[76.3 µM]

7 of the compounds above, with bars between the fields.
Molecule | GAA glycogen mod
COc1ccc(S(=O)(=O)N/N=C(/C)c2ccco2)cc1 | -8%[76.3 µM]
CS(=O)(=O)N(CC(=O)N1CCOCC1)c1ccc(Cl)cc1 | 14%[76.3 µM]
O=C(O)[C@H]1CCCN1C(=O)c1ccccc1N1C(=O)[C@@H]2Cc3c([nH]c4ccccc34)C(c3cccc(Cl)c3)N2C1=O (stereo partly drawn) | 19%[76.3 µM]
CC1(C)CC(NS(=O)(=O)c2ccc3ccccc3c2)CC(C)(C)N1 | 1%[76.3 µM]
CCN(CC)S(=O)(=O)c1ccc2c(c1)N(CC(=O)N1CCCC1)C(=O)CO2 | 6%
COc1ccc(OC)c(CNC(=O)CCC(=O)N2Cc3cccc(OC)c3Oc3ncccc32)c1 | 0%[76.3 µM]
C[C@]12CCC(=O)CC1CCC1C2CC[C@@]2(C)C1CC[C@@]21CCO1 (stereo partly drawn) | -4%

New compounds follow.
SMILES	GAA glycogen mod
COc1ccc2cc(C(=O)N3CCC(Cc4ccccc4)CC3)[nH]c2c1	4%
CCC(C)(C)n1nnnc1C(c1ccc(F)cc1)N1CCN(C(=O)c2ccco2)CC1 (stereo not drawn)	3%[76.3 µM]
O=C(O)CCN1C(=O)c2ccc(NC(=O)CSc3ccc(Cl)cc3)cc2C1=O	1%[76.3 µM]
Cc1ncoc1C(=O)NC1CC(C)(C)Cc2c1cnn2-c1ccccc1 (stereo not drawn)	-7%[76.3 µM]
Cc1ccc(CN(C(=O)c2ccco2)C2CCS(=O)(=O)C2)cc1 (stereo not drawn)	1%[76.3 µM]
Cc1cc(C(=O)NNC(=S)NC2CCCCC2)cs1	0%[76.3 µM]
CCOc1ccc(CNC(=S)Nc2ccccc2)cc1Cl	1%[76.3 µM]
Cc1nn(C(C)C(=O)NCCc2ccccc2)c(=O)c2cc3occc3n12 (stereo not drawn)	-7%[76.3 µM]
O=C(Oc1ccc(Br)cc1C(=S)N1CCOCC1)c1cccc([N+](=O)[O-])c1	1%
CCOc1ccc(CN2CCN(CCCc3ccccc3)C(CCO)C2)cc1 (stereo not drawn)	10%[76.3 µM]
O=C(Cc1ccc([N+](=O)[O-])cc1)Nc1ccc(Br)cn1	1%
CNS(=O)(=O)c1cccc(C(=O)OCC(=O)NC2CCCC2)c1	3%
CCOC(=O)c1csc(NC(=O)c2cccs2)n1	0%[76.3 µM]
CCCCc1nnc(SCC(=O)NC2CCCCC2)n1C	0%[76.3 µM]
O=[N+]([O-])c1ccc(N2CCN(c3ccccc3)CC2)cc1	4%[76.3 µM]
CCOC(CNC(=O)c1ccc2c(c1)ncn2-c1ccccc1OC)OCC	-1%
COc1ccc(-c2nnc(SCC(=O)NCC3CCCO3)o2)cc1 (stereo not drawn)	1%[76.3 µM]
O=C(Nc1ncccc1O)c1ccc(OCC2CCCO2)cc1 (stereo not drawn)	-3%[76.3 µM]
CN(Cc1ccccc1)C(=O)[C@@H]1CCCN1S(=O)(=O)c1ccc(Cl)cc1	-1%
CCOc1cc(S(=O)(=O)NC2CC(C)(C)NC(C)(C)C2)ccc1Cl	1%
NC(=O)c1cc2ccccc2o/c1=N\NC(=O)c1ccc(F)cc1	2%
C=CCNS(=O)(=O)c1ccc(C(=O)OCc2cc(=O)oc3cc(OC)ccc23)cc1	-2%[76.3 µM]
NS(=O)(=O)c1ccc(S(=O)(=O)N2CCN(C3CCCC3)CC2)cc1	-2%
OC(CNCC1COc2ccccc2O1)COc1ccccc1F (stereo not drawn)	12%[76.3 µM]
COc1ccccc1/C=C/C(=O)Nc1ccc(S(=O)(=O)Nc2cc(C)nc(C)n2)cc1	0%
Cc1ccccc1C(=O)N1CCN(c2ncccn2)CC1	-4%[76.3 µM]
COc1cc(NC(=O)CSc2nnc(-c3ccncc3)o2)cc(OC)c1OC	-4%[76.3 µM]
CCCSc1nnc(NC(=O)CSc2sc3c(O)cc(=O)[nH]c3c2C#N)s1	7%
COc1ccc(Cc2nnc(NS(=O)(=O)c3ccc([N+](=O)[O-])cc3)s2)cc1	0%
O=C(NC1CCCCC1)C(c1ccccn1)N(C(=O)c1csnn1)c1ccccc1F (stereo not drawn)	3%[76.3 µM]
COc1cccc(OC)c1C(=O)Nc1ccc2c(c1)N(S(=O)(=O)c1cccs1)CCC2	-13%[76.3 µM]
Cc1c(NS(=O)(=O)c2ccc(Br)cc2)c(=O)n(-c2ccccc2)n1C	-5%[76.3 µM]
NC(=O)C1CCCN(C(=O)CCc2nnc(C3(c4ccc(Cl)cc4)CCC3)o2)C1 (stereo not drawn)	2%[76.3 µM]
CC(C)(C)C(=O)Nc1ccc(NC(=O)c2ccco2)nc1	-4%
CC(C)(C)OC(=O)CNC(=O)c1[nH]cnc1C(=O)NC1CCN(C(=O)OC(C)(C)C)CC1	-16%[76.3 µM]
COc1ccc(OC)c(C2c3[nH]c4ccccc4c3C[C@H]3C(=O)N(C4CC4)CC(=O)N23)c1 (stereo partly drawn)	-1%
Cc1cccc(C(=O)Nc2ccc(NC(=O)c3ccccc3)cc2)c1	2%[76.3 µM]
COc1ccccc1NC(=O)CSc1nnc(COc2ccc(Cl)cc2)o1	-5%
CCCCN1C(=O)C(O)(c2ccccc2)c2cc(Br)ccc21 (stereo not drawn)	0%
N#Cc1ccc(OCC(=O)NCC(c2cccs2)N2CCOCC2)cc1 (stereo not drawn)	-2%[76.3 µM]

Individual results from the entries so far.
`Cc1cccc(C(=O)Nc2ccc(NC(=O)c3ccccc3)cc2)c1` in GAA glycogen mod = 2%[76.3 µM]
`N#C/C(=C\c1ccc(-c2ccc(C(=O)O)cc2)o1)C(=O)Nc1ccc(F)cc1` in GAA glycogen mod = 1%[76.3 µM]

Continued.
SMILES	GAA glycogen mod
O=C(COc1ccc(S(=O)(=O)N2CCOCC2)cc1)NCc1ccccc1	0%[76.3 µM]
COc1ccc2c(c1OC)C(=O)N1C2SC(C)(C)[C@H]1C(=O)NCCCOC(C)C (stereo partly drawn)	1%
CCc1ccc(CN2CCCC(CNC(=O)c3cccc(OC)c3OC)C2)cc1 (stereo not drawn)	12%[76.3 µM]
CCc1nc(N2CCN(C(=O)CCl)CC2)c2c3c(sc2n1)CC(C)CC3 (stereo not drawn)	0%[76.3 µM]
O=C(CNC(=O)c1cccs1)N=Nc1c(O)[nH]c2ccc(Br)cc12	0%[76.3 µM]
Cc1ccc(CN2CCC(Oc3cccc(C(=O)N(C)CCN(C)C)c3)CC2)cc1C	-2%[76.3 µM]
O=C(Nc1sc2c(c1C(=O)O)CCCC2)c1cccc(Cl)c1	-2%
NC(=O)CN(c1ccc(Oc2ccccc2)cc1)S(=O)(=O)c1ccccc1	2%[76.3 µM]
Cc1ccc(C(=O)N2CCCC(CCC(=O)NCc3ccccc3F)C2)cn1 (stereo not drawn)	-6%[76.3 µM]
COC(=O)C1CCCCN1C(=O)c1ccc2oc(Cc3ccccc3)nc2c1 (stereo not drawn)	-2%[76.3 µM]
COc1ccc(-c2oc3ccc(N4CCOCC4)cc3c2/C=C/c2ccc(OC)c(OC)c2)cc1	-5%[76.3 µM]
CCc1ccccc1NC(=O)Nc1ccon1	0%[76.3 µM]
COc1cccc(/C=C/C(=O)NCc2ccc3c(c2)OCO3)c1	-5%
COc1cc(CNc2ncc(-c3ccc(Cl)cc3)n2C)cc(OC)c1OC	?
CC1CN(C(=O)CCC(=O)NCCCN2CCC(Cc3ccccc3)CC2)c2cc(Cl)ccc2O1 (stereo not drawn)	2%[76.3 µM]
Cc1ccc(OCC(=O)Nc2ccc(CN3CCOCC3)cc2)cc1C	-11%[76.3 µM]
COc1cccc(OCc2cc(C(=O)N(Cc3nccn3C)C(C)C)no2)c1	-11%[76.3 µM]
CC(=O)Nc1ccc(NC(=O)CSc2nnc(C)n2-c2ccccc2)cc1	0%[76.3 µM]
O=S(=O)(Nc1ccc2c(c1)OCCO2)c1ccc(F)c(F)c1	12%[76.3 µM]
CCc1cccc(NS(=O)(=O)c2cccc3cccnc23)c1	1%
COc1ccc(CCNC(=O)C(=O)NCC2OCCN2S(=O)(=O)c2ccc(C)cc2)cc1 (stereo not drawn)	-6%[76.3 µM]
CCc1ccc(NC(=O)C2CCN(S(=O)(=O)c3ccc4[nH]c(=O)ccc4c3)CC2)cc1	1%[76.3 µM]
COc1ccc(Cl)cc1NC(=O)C1CCN(S(C)(=O)=O)CC1	22%[76.3 µM]
Cc1ccc(NC(=O)CSc2n[nH]c(-c3ccncc3)n2)c(C)c1	2%
Cc1cccc(OC(C)C(=O)Nc2ccc(S(=O)(=O)N3CCCC3)cc2)c1 (stereo not drawn)	-3%[76.3 µM]
CN(C)c1cccc(C(=O)NCC(c2ccco2)N(C)C)c1 (stereo not drawn)	3%
O=C(CN1CCCCCC1)Nc1ccc([N+](=O)[O-])cc1Cl	3%[76.3 µM]
Cc1ccc(NS(=O)(=O)c2cccc3cccnc23)c(Cl)c1	0%
CCOC(=O)C1=C(COC(=O)CNS(=O)(=O)c2ccc(C)cc2)NC(=O)NC1C (stereo not drawn)	-4%[76.3 µM]
O=C(c1cc(COc2ccc(F)cc2Cl)on1)N1CC[C@@H]2CCCC[C@H]2C1	-2%[76.3 µM]

Screening data deposited in PubChem BioAssay by National Center for Advancing Translational Sciences (NCATS).

A portion of the library; the hit share may differ from the screen's.
